TDP1 block = qHTS Assay for Inhibitors of Tyrosyl-DNA Phosphodiesterase (TDP1) | actives 0.28% (n = 350,000) | recombinant TDP1, AlphaScreen DNA substrate cleavage | Potency, µM (top dose mostly 130 µM), for the others: at the top dose activity change, negative = inhibition, actives largely listed as inhibitors | Tyrosyl-DNA phosphodiesterase 1 (Homo sapiens), Q9NUW8 | AID 485290, 2010; also: nearly all actives have a fitted effect of over 40% in size
Target sequence (Q9NUW8 whole entry, looked up): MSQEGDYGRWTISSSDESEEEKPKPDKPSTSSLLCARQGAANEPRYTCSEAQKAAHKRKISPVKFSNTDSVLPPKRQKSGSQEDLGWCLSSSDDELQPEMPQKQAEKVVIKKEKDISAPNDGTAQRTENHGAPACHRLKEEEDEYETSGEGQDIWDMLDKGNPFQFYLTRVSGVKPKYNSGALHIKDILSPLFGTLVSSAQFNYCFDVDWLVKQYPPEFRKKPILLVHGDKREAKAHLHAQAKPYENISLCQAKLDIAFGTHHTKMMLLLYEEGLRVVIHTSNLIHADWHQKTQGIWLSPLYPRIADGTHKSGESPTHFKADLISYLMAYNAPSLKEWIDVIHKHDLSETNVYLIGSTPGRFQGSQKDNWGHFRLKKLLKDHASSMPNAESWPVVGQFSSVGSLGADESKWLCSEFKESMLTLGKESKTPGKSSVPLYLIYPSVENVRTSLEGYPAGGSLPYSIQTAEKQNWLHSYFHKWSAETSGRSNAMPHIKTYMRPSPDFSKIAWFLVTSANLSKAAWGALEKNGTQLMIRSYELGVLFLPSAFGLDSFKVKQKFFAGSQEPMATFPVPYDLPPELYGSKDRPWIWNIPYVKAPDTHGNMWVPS
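Steps: enzyme plus compound, 15 min RT; add biotin/phosphotyrosine-FITC oligonucleotide (15 nM final), react 5 min; add donor/acceptor beads (10 ug/ml final), 10 min; read AlphaScreen. Tdp1 at 1 nM final.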
FEN1 inhibitor = qHTS Assay for the Inhibitors of Human Flap endonuclease 1 (FEN1); AID 588795, 2011; actives 0.35% (n = 390,000); Recombinant FEN1 flap cleavage, fluorescence, 15 min; Potency, µM (doses to about 114 µM), without a hit: at the highest dose activity change, negative = inhibition, most hits filed as inhibitors; P39748; also: nearly all actives have a fitted effect of over 65% in size
Target sequence (P39748 whole entry, looked up): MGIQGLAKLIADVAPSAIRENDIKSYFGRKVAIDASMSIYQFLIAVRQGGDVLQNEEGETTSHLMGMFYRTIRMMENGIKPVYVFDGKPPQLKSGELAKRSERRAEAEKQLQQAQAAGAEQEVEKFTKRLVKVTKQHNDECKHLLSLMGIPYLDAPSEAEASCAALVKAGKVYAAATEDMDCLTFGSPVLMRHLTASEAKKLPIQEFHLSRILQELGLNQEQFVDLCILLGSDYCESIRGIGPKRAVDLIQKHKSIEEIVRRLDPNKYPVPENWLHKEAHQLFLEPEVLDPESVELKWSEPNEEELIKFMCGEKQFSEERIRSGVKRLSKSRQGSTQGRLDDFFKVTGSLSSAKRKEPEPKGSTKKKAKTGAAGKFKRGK
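Read-out was taken twice, immediately and after 15 min, following addition of 50 nM substrate to 10 nM FEN1 that had sat with test compound for 15 min at room temperature. Curves came from a four-parameter Hill model.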
N370S GC = qHTS Assay for Inhibitors and Activators of N370S glucocerebrosidase as a Potential Chaperone Treatment of Gaucher Disease | Lysosomal acid glucosylceramidase (Homo sapiens), P04062 | N370S GC spleen homogenate, 4MU-glucoside fluorescence | AID 2101, 2009 | actives 0.092% (n = 330,000) | Potency, µM (titrated, usually from 59.4 µM), inactives show at the highest dose activity change, negative = inhibition, actives largely listed as inhibitors;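 also: 0% = full enzyme activity and -100% = no enzyme basal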
* hit, by the source's call; ? = inconclusive; . = not tested or not shown; & = joins results of further samples; [ ] = dose if it differs, or a comment. Calls follow the shape of the dose curve; as a rule, active = well fitted curve in the direction sought with a large enough effect; inconclusive = small, poorly fitted or top-dose-only effect, or another doubt; inactive = no such curve, though single readings can be large; an effect the other way counts as inactive or inconclusive. Unless noted, % is scaled to controls: 0 for no effect and ±100 for the full control effect; potency is read from the fitted curve at half-maximal effect.

Sample of the layout, 3 compounds:
SMILES	TDP1 block	FEN1 inhibitor	N370S GC
CC(=O)N[C@@H]1C(O)OC(CO)C(O)C1O (stereo partly drawn)	?	.	6%
O=C1CC(Cc2ccc(Cl)cc2)C(=O)N1c1ccncc1 (stereo not drawn)	2%	5%	0%
CN1C(=O)[C@H]2[C@@H](/C=C/c3ccccc3)N3C(=O)CN(Cc4ccccn4)C(=O)[C@@]3(C)[C@H]2C1=O	.	-12%	2%

Results, from the first entry:
SMILES	TDP1 block	FEN1 inhibitor	N370S GC
CC(=O)N[C@@H]1C(O)OC(CO)C(O)C1O (stereo partly drawn)	?	.	6%
O=C1CC(Cc2ccc(Cl)cc2)C(=O)N1c1ccncc1 (stereo not drawn)	2%	5%	0%
CN1C(=O)[C@H]2[C@@H](/C=C/c3ccccc3)N3C(=O)CN(Cc4ccccn4)C(=O)[C@@]3(C)[C@H]2C1=O	.	-12%	2%
CCn1c(SCC(=O)Nc2cc(C(C)(C)C)nn2-c2ccccc2)nnc1-c1cccs1	5%	-9%	6%
Nc1cc(S(=O)(=O)c2ccc(O)c(N)c2)ccc1O	-4%	-15%	7%
Cc1ccc2c(CN(C)Cc3ccc(Cl)cc3Cl)cc(=O)oc2c1	.	-3%	12%
CCn1c(SCC(=O)Nc2nc3c(s2)CCCC3)nc2c1c(=O)n(C)c(=O)n2C	4%	.	-6%
O=C(O)C1C2C=CC(C2)C1C(=O)OC1CC2CCC1C2 (stereo not drawn)	-1%	9%	-4%
COc1ccccc1-c1nc(C#N)c(N2CCN(C(c3ccccc3)c3ccccc3)CC2)o1	-6%	-6%	7%
COc1cccc(C(=O)CSc2nnc(-c3cc(OC)cc(OC)c3)o2)c1	3%	-9%	-2%
CCc1ccccc1N(C)C(=O)c1cn(-c2cccc(OC)c2)c(=O)c2ccccc12	1%	2%	.
C#CCNC(=O)C1=C[C@@H](C2CCCCC2)C[C@@H](OCCCCO)O1	-3%	-8%	-1%
Clc1cccc(/C(Cc2nc3ccccc3[nH]2)=N\Nc2ccccc2)c1	-5%	-7%	5%
COc1ccc(Nc2nc(-c3sc(N)nc3C)cs2)cc1	9%	-8%	-11%
COc1ccc(S(=O)(=O)NCc2ccco2)cc1N(C)S(=O)(=O)c1ccccc1	.	0%	-2%
Cc1ccc(C(=O)N2CCc3ccccc32)o1	6%	2%	15%
CN(C)c1ccc(S(=O)(=O)N2CCCCC2)cc1NC(=O)CN1C(=O)NC2(CCCC2)C1=O	.	-3%	-1%
CCOP(=O)(OCC)C(NC(=O)Nc1ccc(Cl)cc1)c1ccccc1 (stereo not drawn)	3%	-6%	-10%
Cc1cc(C)c(S(C)(=O)=O)c(Oc2cccc(Cl)c2)n1	6%	9%	-7%
CCC(=O)Nc1cccc(NC(=S)NC(=O)c2ccccc2C)c1	-4%	-15%	-7%
Cc1ccc(C(=O)N2CCC(C)CC2)cc1NC1=NC2CS(=O)(=O)CC2S1 (stereo not drawn)	.	5%	-2%
CCOC(=O)C1CCN(C(=O)C2CCN(S(=O)(=O)c3c(C)noc3C)CC2)CC1	1%	0%	3%
Cc1ncoc1C(=O)Nc1ccc2c(c1)OCCO2	3%	8%	12%
COc1ccc(C(=O)NCc2nnc(SCC(=O)N3CCC(C)CC3)o2)cc1	2%	-3%	3%
CCOC(=O)c1ccc(NC(=O)C2=C(C)Nc3nc(CCCO)nn3C2c2ccc(OC)cc2)cc1 (stereo not drawn)	0%	3%&2%	-16%

Four entries already listed, sorted by number of heavy atoms, smallest number first.
SMILES	TDP1 block	FEN1 inhibitor	N370S GC
COc1ccc(Nc2nc(-c3sc(N)nc3C)cs2)cc1	9%	-8%	-11%
Cc1ccc2c(CN(C)Cc3ccc(Cl)cc3Cl)cc(=O)oc2c1	.	-3%	12%
Cc1ccc(C(=O)N2CCC(C)CC2)cc1NC1=NC2CS(=O)(=O)CC2S1 (stereo not drawn)	.	5%	-2%
CCOC(=O)c1ccc(NC(=O)C2=C(C)Nc3nc(CCCO)nn3C2c2ccc(OC)cc2)cc1 (stereo not drawn)	0%	3%&2%	-16%

The listing continues.
SMILES	TDP1 block	FEN1 inhibitor	N370S GC
CCOC(=O)C1(C/C(C)=N/NC(N)=O)CC(C)(C)OC1=O (stereo not drawn)	5%	5%	2%
O=S(=O)(NC(=S)NC1CCCCC1)c1ccc(Cl)cc1	-3%	6%	0%
CCN1CCN(S(=O)(=O)c2ccc(Cl)c(C(=O)N(C)Cc3cccc(OC)c3)c2)CC1	.	-6%	-5%
CCOc1ccc(CC(=O)Nc2cc(=O)n(C)c(=O)n2C)cc1	-3%	5%	-11%
CC1(CC(=O)N/N=C/c2cc([N+](=O)[O-])c(O)cc2O)OCCO1	?	-32%	-10%
COc1ccc(N2C(=O)/C(=C/c3ccc([N+](=O)[O-])cc3)C=C2c2ccccc2)cc1	10%	-6%	-1%
CCC(=O)c1c(NC)cc(C)oc1=O	8%	-2%	13%
N#CCCN/N=C(/Cc1nc2ccccc2[nH]1)c1ccc(Cl)cc1	9%	.	11%
CCOc1ccc(-n2c(=O)[nH]cc(C(=O)N3CCc4ccccc43)c2=O)cc1	1%	-1%	-7%
N#Cc1cnc(N)c(Br)c1	2%	0%	-2%
COc1ccc(S(=O)(=O)Nc2ccc3c(c2)CC(=O)N([C@@H](C)CO)C[C@@H](C)[C@@H](CN(C)Cc2ccccc2)O3)cc1	2%	-7%	.
O=C(NCc1ccccc1)c1nncc(-c2ccccc2)n1	2%	-11%	.
Cc1cc(C)cc(NC(=O)C(=O)NCCc2sc(-c3cccc(F)c3)nc2C)c1	5%	2%	.
Cc1ccccc1CNS(=O)(=O)c1c(C(=O)N2CCCCC2)c(C)n(C)c1C	4%	-6%	4%
Cc1onc(-c2ccccc2)c1C(=O)N1CCCN2C(=O)c3ccccc3C21 (stereo not drawn)	1%	1%	-21%
COc1cccc(CN2C(=O)C3(SCC(=O)N3c3ccc(C)c(Cl)c3)c3ccccc32)c1 (stereo not drawn)	6%	-6%	.
O=C(NNC(=S)Nc1ccccc1)NNC(=S)Nc1ccccc1	-3%	-3%	5%
COc1ccc2nc(NC(=O)C3CCN(C(=O)c4ccco4)CC3)sc2c1	4%	-3%	-2%
COc1ccc(S(=O)(=O)Nc2c(C(=O)O)[nH]c3ccccc23)c(OC)c1	6%	-3%	-6%
CCCCN(C(=O)c1ccco1)c1c(N)n(CCC)c(=O)[nH]c1=O	0%	15%	.
CC(C)CO/N=C1/C[C@@H](O)[C@@H](O)[C@@H]2[C@@H]3C(=O)N(Cc4ccccc4)C(=O)[C@H]3CC[C@H]12	4%[21 µM]	.	0%[12.8 µM]
CCOC(=O)c1c(-c2ccc(C)o2)csc1NC(=O)CN1CCOCC1	9%	?	21%
COc1cc(/C=C(\C#N)c2nc3ccccc3n2C)cc(OC)c1OC	0%[12.3 µM]	-13%	.
CCN(C[C@H]1N[C@@](CC)(C(=O)OC)[C@H]2C(=O)N(C)C(=O)[C@@H]12)C(=O)c1ccc(C(C)(C)C)cc1	2%	-5%	.
Cn1c(=O)cc(SCC(=O)NCCCN2CCN(c3ccc(F)cc3)CC2)c2ccccc21	1%	-9%	30%

(continued)
SMILES	TDP1 block	FEN1 inhibitor	N370S GC
COc1ccccc1N1CCN(C(=O)c2ccco2)CC1	4%	-1%	4%
CCCCn1c(N)c(N(CCOC)C(=O)c2ccc(NC3CC3)c([N+](=O)[O-])c2)c(=O)[nH]c1=O	.	-1%	-11%
CC(=O)Oc1ccc(/C=N/NC2=NS(=O)(=O)c3ccccc32)cc1	.	-6%	9%
Cc1nnc(NC(=O)C2CCN(S(=O)(=O)c3ccc(F)c(Cl)c3)CC2)o1	-6%	1%	-4%
CCOC(=O)C(Cc1ccccc1)NC(=O)CCc1nnc2ccc(N3CCCCC3)nn12 (stereo not drawn)	3%	24%	-1%
Cc1ccc(C(=O)N/N=C\c2sccc2C)cn1	2%	7%	3%
CCOC(=O)c1noc2ncnc(NCc3ccccc3OC)c12	5%	-16%	.
COc1ccc2c(c1)C(=O)[C@H](OC(=O)NS(=O)(=O)c1ccc(F)cc1)[C@@H](c1ccc(OC)c(Br)c1)O2	2%	.	-3%
COc1ccc(S(=O)(=O)Nc2ccc3c(c2)CCC3)cc1	3%	-12%	2%
C/C(CC(=O)N(C(C)C)C(C)C)=N\NC(=O)c1ccccc1Br	6%	5%	-22%
CCOC(=O)c1c(S(=O)(=O)NCC(=O)N2CCN(c3ccc(F)cc3)CC2)c(C)n(C)c1C	6%	14%	-5%
COc1cc(Cl)ccc1OCc1cc(C(=O)N(C)CC2CCCCO2)no1 (stereo not drawn)	0%	-12%	-4%
CC(C)CC1Nc2ncnc(N3CCN(c4ccccn4)CC3)c2N(Cc2ccccc2)C1=O (stereo not drawn)	4%	0%	.
COc1cccc(Nc2nc3cc(C)ccc3nc2NS(=O)(=O)c2ccc(Cl)cc2)c1	0%	-4%	.
Cn1c2ccccc2n2c(=O)c(Cl)c(-c3ccccc3)c(C#N)c12	7%	-3%	23%
CCCn1c(SCC(=O)Nc2cc(C)on2)n[nH]c1=O	-1%	21%	.
COc1ccccc1/C=C/CN1CCC(CO)(Cc2ccccc2)CC1	7%	-1%	7%
Cc1ccc(CN(C(=O)C(F)(F)F)C(C(=O)NC2CCCCC2)c2ccco2)cc1 (stereo not drawn)	0%	-8%	5%
CCOc1ccc(NC(=O)C(C)Sc2nccn2C)cc1 (stereo not drawn)	5%	-11%	0%
Cc1cc(=O)oc2cc(OCC(=O)Nc3ccc4[nH]c(=O)[nH]c4c3)ccc12	-3%	4%	30%
COc1ccc(N2CCN(C(=O)/C=C/c3ccco3)CC2)cc1	0%	16%	-1%
COC(=O)CCC(=O)NNC(=O)Cc1ccccc1	3%	9%	-2%
N[C@H](COP(=O)(O)O)C(=O)O	-9%	.	7%
O=C(O)C1C2C=CC3(CN(C4CCCC4)C(=O)C13)O2 (stereo not drawn)	7%	12%	5%
Cn1c(S(=O)(=O)Cc2ccc(Cl)cc2)nc2ccccc21	6%	26%	2%

A different layout for part of the listing above.
Sequence of screens – TDP1 block | FEN1 inhibitor | N370S GC
> O=C1CC(Cc2ccc(Cl)cc2)C(=O)N1c1ccncc1 (stereo not drawn)
    2% | 5% | 0%
> COC(=O)CCC(=O)NNC(=O)Cc1ccccc1
    3% | 9% | -2%
> COc1ccc(N2CCN(C(=O)/C=C/c3ccco3)CC2)cc1
    0% | 16% | -1%
> COc1ccc(S(=O)(=O)Nc2ccc3c(c2)CCC3)cc1
    3% | -12% | 2%

Going on with the list.
SMILES	TDP1 block	FEN1 inhibitor	N370S GC
COc1ccc(CCNCC(=O)N2C(C)CCCC2C)cc1OC (stereo not drawn)	0%	-4%	7%
COc1c2occc2c(OC)c2c(=O)cc(C)oc12	-8%	12%	20%
COc1ccc(C(=O)Nc2ccc(NC(=O)C3CC3)cn2)cc1	8%	-3%	?
O=S(=O)(Nc1nc2c(s1)CCCC2)c1ccc(F)cc1	1%	8%	19%
COc1cc(C)ccc1OCCCOc1c(Cl)cccc1Cl	-2%	-12%	2%
CC(=O)O[C@H]1C2=CO[C@H](C)[C@H]3[C@H]4C5=C([C@H](O)[C@H]6O[C@@H]6C5=O)[C@H](O[C@H]4C)[C@@]23C(=O)[C@H]2O[C@@H]21	1%[21 µM]	.	-3%[12.8 µM]
CCOC(=O)Cc1cc(=O)[nH]c(Nc2nc3ccccc3o2)n1	4%	-7%	-16%
O=C(COC(=O)Cc1cccc(C(F)(F)F)c1)Nc1ccc2[nH]c(=O)[nH]c2c1	.	-12%	-4%
C[C@H](CO)N1C[C@H](C)[C@@H](CN(C)Cc2ccncc2)Oc2c(NS(=O)(=O)c3cn(C)cn3)cccc2C1=O	0%	2%	.
COc1ccccc1-n1c(=O)oc2ccc(Cl)cc2c1=O	1%	0%	3%
Cc1ccc(OCCC(=O)Nc2ccc(S(=O)(=O)N3CCCC3)cc2)cc1	-1%	?	.
O=[N+]([O-])c1cccc(S(=O)(=O)N2CCCCC2)c1	.	0%	-5%
CCOC(=O)N1CCN(c2nc3ccccc3n3cnnc23)CC1	.	0%	-5%
O=C(CCC(=O)OCC(=O)c1ccc(-c2ccccc2)cc1)Nc1cccc(Cl)c1	2%	-1%	1%
O=C(CN1CCCCCC1)Nc1ccccc1F	-3%	-5%	-10%
CSCCC(NC(=O)c1ccccc1Br)C(=O)NNC(=O)c1ccncc1 (stereo not drawn)	0%	3%	.
CCCCSCCCNC(=O)c1c[nH]c2ccc(S(=O)(=O)Nc3cccc(OC)c3)cc2c1=O	-4%	13%	.
Cc1ccc(-n2c(N)cc(=O)nc2SCC(=O)N2CCN(c3ccccc3)CC2)cc1	4%	-6%	-2%
O=C1c2cccc3cc([N+](=O)[O-])cc(c23)C(=O)N1/N=C/c1ccc(O)cc1O	5%	?	-6%
O=C(C1CCN(S(=O)(=O)c2cccc3nsnc23)CC1)N1CC=C(c2ccccc2)CC1	10%	-4%	-24%
O=C(COc1ccccc1F)OCC(=O)N1CCc2ccccc21	-9%	1%	0%

An unsorted share of the library. About 0.53% of those tested had a hit in this group.
